Screening results (PubChem BioAssay)
S3 lipid droplet: qHTS Assay for Lipid Storage Modulators in Drosophila S3 Cells | Drosophila S3 cells, BODIPY lipid droplet fluorescence, 18-24 h; cells fed with added oleic acid | Potency in µM for hits, for the others lipid storage change, negative = inhibition, % at the top dose, mostly 46.1 µM | 320,000 tested, 0.64% active; active = well fitted inhibition curve with a large enough effect in the signal ratio, with a control signal flat, not every such curve was filed as active; inconclusive = small, poorly fitted or top-dose-only effect, or effect the other way, or a change in a side signal; the % refers to the signal ratio
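Laser-scanning cytometry quantifies lipid droplet accumulation (500–530 nm total intensity; droplet/cell object ratio) in oleic acid-fed (400 uM added) Drosophila S3 cells treated with a concentration series. 20 uM Triacsin C defined 100% inhibition.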
S3 lipid droplet cell count max: second read-out of S3 lipid droplet, no call of its own (marks repeat the call); cell number change, %; measured here: cell count max response;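 cells counted by Cell Tracker Red CMTPX staining in the red channel; peak over a dose series mostly up to 46.1 µM; percent activity relative to internal control wells on each plate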
An asterisk follows results filed as active; i = inactive; ? = inconclusive; · = not tested or not shown. % is scaled to controls: 0 for no effect and ±100 for the full control effect; potency is read from the fitted curve at half-maximal effect. These rows are one share of the data. The share of hits here may be higher or lower than overall.

S3 lipid droplet cell count max	S3 lipid droplet	SMILES
·	?	CCC(C)NC(=O)c1ccccc1NC(=O)CN(c1ccc(OC)cc1)S(C)(=O)=O (stereo not drawn)
·	?	CCCC(=O)NNc1c2ccccc2nc2ccccc12
·	?	Cc1cc(C)n(CCNC(=O)c2cc(COc3c(F)cccc3F)on2)n1
2.8	22.1%	O=C(/C=C/Nc1cccc(O)c1)c1ccccc1
·	?	COc1cc(OC)c(NC(=O)C2CC(=O)N(c3ccc4c(c3)OCCO4)C2)cc1Cl (stereo not drawn)
·	?	COc1cccc(C2Nc3ccccc3NC3=C2C(=O)CC(C)(C)C3)c1 (stereo not drawn)
·	?	CCC1(C)NC(=O)N(CC(=O)Nc2sc3c(c2C(N)=O)CCC3)C1=O (stereo not drawn)
-17.1	-22.7%	O=C(O)c1cc2nc3c(c(C(F)(F)F)n2n1)CCCC3
·	?	O=C1NC(Cc2c[nH]c3ccccc23)C(=O)N1CCOc1ccc(F)cc1 (stereo not drawn)
7.4	17.6%	COc1ccc(-n2c(Cc3cccn3C)nnc2SCC(N)=O)cc1
·	?	COc1ccc(-c2c3c(=O)n(C)c(=O)n(C)c3cn2-c2ccc(O)cc2)cc1
8.6	14.9%	C=CCn1c(N)cc(=O)nc1SCC(=O)Nc1ccc2ccccc2c1
·	?	COc1ccc(OC)c(N(CC(=O)N2CCc3ccccc3C2)S(C)(=O)=O)c1
·	?	O=C(Nc1ccccc1)c1ccc(=O)n(Cc2cccc(Cl)c2)c1
-7.0	i	COc1ccc(C(CNC(=O)COc2ccccc2C)N2CCCCC2)cc1 (stereo not drawn)
·	?	O=C(Nc1nc2ccccc2n1CCOc1ccccc1)c1ccco1
·	?	NC(=O)c1ccccc1OCc1nc2ccccc2s1
·	?	Cc1nn(-c2ccc(Cl)cc2)c2[nH]c(=O)c(CNCc3ccc4c(c3)OCO4)cc12
·	?	Nc1cc(Cl)ccc1C(=O)OCC(=O)NC(=O)NCc1ccccc1
·	?	Cc1ccc(S(=O)(=O)NC(=O)N2CCCC(C)(C)C2)cc1
·	?	CCCSc1ccc2nc(NC(=O)OC)[nH]c2c1
6.2	11.4%	CC1CN(C2CCN(C(=O)c3cccc(Cl)c3)CC2)CC(C)O1 (stereo not drawn)
·	i	O=C(Nc1ncccc1Cl)c1cc2ccccc2o1
·	?	COc1cc(N=c2c([N+](=O)[O-])nn(-c3ccc4c(c3)OCCO4)n2O)cc(OC)c1
·	?	COc1ccc2nc(N3CCOCC3)cc(C)c2c1
·	?	CCC(=O)c1c(NCCc2ccccc2)cc(C)oc1=O
·	?	CC(=O)Nc1ccc(C(=S)NCc2ccco2)cc1
-18.8	i	O=C(Cn1cnc2ccccc2c1=O)NCC1COc2ccccc2O1 (stereo not drawn)
-1.2	17.2%	Cc1ccc(C(c2sc3nc(C)nn3c2O)N2CCN(c3ccccc3F)CC2)cc1 (stereo not drawn)
·	?	Cc1cccc(C)c1Nc1nnc(SCC(=O)Nc2cc(S(=O)(=O)N3CCCCC3)ccc2Cl)s1

Next section (7 carried over from the part before).
S3 lipid droplet cell count max	S3 lipid droplet	SMILES
·	?	COc1cc(N=c2c([N+](=O)[O-])nn(-c3ccc4c(c3)OCCO4)n2O)cc(OC)c1
·	?	COc1ccc2nc(N3CCOCC3)cc(C)c2c1
·	?	CCC(=O)c1c(NCCc2ccccc2)cc(C)oc1=O
·	?	CC(=O)Nc1ccc(C(=S)NCc2ccco2)cc1
-18.8	i	O=C(Cn1cnc2ccccc2c1=O)NCC1COc2ccccc2O1 (stereo not drawn)
-1.2	17.2%	Cc1ccc(C(c2sc3nc(C)nn3c2O)N2CCN(c3ccccc3F)CC2)cc1 (stereo not drawn)
·	?	Cc1cccc(C)c1Nc1nnc(SCC(=O)Nc2cc(S(=O)(=O)N3CCCCC3)ccc2Cl)s1
-7.7	-7.0%	COc1ccc(/C=C/C(=O)Nc2ccccc2Cl)cc1S(=O)(=O)N1CCOCC1
-10.8	-5.3%	CCc1ccc(OCc2nnc(SCc3ccc(C(=O)O)cc3)o2)cc1
·	?	COC(=O)C1=C(C)N(Cc2ccc(C)cc2)C(=O)/C1=C\c1cc(OC)c(OC)c(OC)c1
12.5	3.1%	C=CCNCCCCOc1ccc(C)cc1[N+](=O)[O-]
·	?	COC(=O)c1c(NC(=O)/C=C/C(=O)O)sc(Cc2ccccc2)c1C
·	?	COc1ccc(NC(=O)COc2cccc3c2CCNC3=O)cc1
·	?	O=C(CSc1ccc(Br)cc1)Nc1cccc(S(=O)(=O)N2CCOCC2)c1
18.5	i	CC(C)=CCN1CCN(Cc2cc(C(C)C)n[nH]2)CC1CCO (stereo not drawn)
·	?	N#Cc1c(-c2ccccc2)nc(-c2ccccc2)[nH]c1=O
3.7	-5.6%	CC1(C)CC(N2CCOCC2)=CC(=[N+]2CCOCC2)C1
·	?	COc1cccc(C2N(c3cccc(Cl)c3)C(=O)C3CCCN32)c1OC (stereo not drawn)
13.8	4.5%	COc1ccc2[nH]c(=O)c(C(c3nnnn3CC3CCCO3)N3CCCCC3)cc2c1 (stereo not drawn)
6.1	-4.7%	NCCc1nnc(SCc2ccccc2Cl)o1
2.8	-2.3%	CCN1C(=O)c2cccc3c(S(=O)(=O)NCCCN4CCOCC4)ccc1c23
·	?	O=C(c1ccc(S(=O)(=O)Nc2ccccc2F)cc1)N1CCC1
·	?	O=C(CCS(=O)(=O)c1ccccc1Cl)Nc1ccc(S(=O)(=O)Nc2ncccn2)cc1
·	?	COCCNS(=O)(=O)c1ccc(OCC(=O)N2CCc3ccccc3C2)c(Cl)c1
12.5	8.4%	COc1ccc2oc(=O)c(C(=O)NCc3ccco3)cc2c1
·	?	O=C(O)c1nn(-c2ccccc2-c2n[nH]c(=O)[nH]c2=O)c(=O)[nH]c1=O
·	?	O=C(CSCc1ccccc1)N1CCN(c2ccccc2)CC1
·	?	O=c1[nH]c2cc(Cl)ccc2n(CCNc2ncc(C(F)(F)F)cc2Cl)c1=O
·	?	O=C(CN1C(=O)NC2(CCCCCC2)C1=O)Nc1cccc(F)c1
·	?	O=C(CN1C(=O)NC2(CCCCCCC2)C1=O)N1CCN(C(=O)c2ccco2)CC1
9.0	7.1%	CCCS(=O)(=O)N1CCC(C(=O)NCCCOC)CC1
5.2	-8.7%	O=S(=O)(c1ccc(F)cc1)N1CC2CCCN2c2ccc(C(F)(F)F)cc21 (stereo not drawn)
1.8	-4.5%	Cc1ccc(C(=O)NNC(=O)Cn2nnc3ccccc32)cc1
25.6	-3.5%	CC(C)(C)OC(=O)N1CCC[C@H]1c1nnc(SCC(=O)Nc2cccc(Cl)c2)o1
-2.4	-3.4%	CC(=O)c1nnn(-c2ccc(F)cc2F)c1C
-0.6	7.9%	Cc1c(NC(=O)CSc2nnc(-c3ccco3)n2-c2ccccc2)c(=O)n(-c2ccccc2)n1C
·	?	O=C(NCC(=O)N(c1ccccc1)C(C(=O)NCC1CCCO1)c1ccccc1)c1cccs1 (stereo not drawn)

Compound profiles (already shown). Order of screens: S3 lipid droplet cell count max | S3 lipid droplet
O=c1[nH]c2cc(Cl)ccc2n(CCNc2ncc(C(F)(F)F)cc2Cl)c1=O is listed with · | ?
CC(=O)c1nnn(-c2ccc(F)cc2F)c1C is listed with -2.4 | -3.4%
COC(=O)C1=C(C)N(Cc2ccc(C)cc2)C(=O)/C1=C\c1cc(OC)c(OC)c(OC)c1 is listed with · | ?

(next part)
S3 lipid droplet cell count max	S3 lipid droplet	SMILES
·	?	CC(=O)NC(C)C12CC3CC(CC(C(=O)O)(C3)C1)C2 (stereo not drawn)
·	?	Clc1ccc(Cn2cc(/C=N/n3cnnc3)c3ccccc32)c(Cl)c1
·	?	CCN1CCCC1CN(Cc1cc2ccc(C)cc2[nH]c1=O)C(=S)Nc1ccc(OC)cc1OC (stereo not drawn)
·	i	C/C(=N\OCC(=O)OCC(=O)NC(=O)c1ccccc1)c1ccc2c(c1)OCO2
·	?	COc1cc(C(=O)OCCc2c(C)nc3nc[nH]n3c2=O)cc(OC)c1OC
·	?	COC(=O)c1cccc(-c2noc(-c3ccccc3F)n2)c1
·	?	CCc1[nH]nc2c1C(Cc1ccccc1)C(C#N)=C(N)O2 (stereo not drawn)
-69.1	-36.4%	Cc1cc(OCC(=O)OCC(=O)NCCN2C(=O)CSC2=O)ccc1Cl
-4.4	4.0%	O=c1c2sccc2nc(SCc2cc(=O)n3cc(Cl)ccc3n2)n1Cc1ccccn1
·	?	Cc1nn(CC(=O)N2CCOCC2)c(C)c1[N+](=O)[O-]
·	?	COc1ccc(COC(=O)C2=C(C)NC(=O)NC2c2ccccc2OC(C)C)cc1 (stereo not drawn)
·	?	Cc1nn(Cc2ccccc2)c(C)c1NC(=O)CSc1nc(-c2ccccc2)nc2c1cnn2-c1ccccc1
·	?	COc1cccc(NC(=O)CN(C)C(=O)CCN2C(=O)C3CC=CCC3C2=O)c1 (stereo not drawn)
·	?	Cc1c(CCO)c(=O)n(-c2ccccc2)n1S(=O)(=O)c1ccc([N+](=O)[O-])cc1
·	?	Cc1ccc2nc3sc(C(=O)N4CCOCC4)c(N)c3cc2c1
9.6*	32.6µM*	O=C(Nc1nncs1)c1ccccc1Br
·	?	O=C(CCC(=O)c1ccccc1)Nc1ccccc1OC(F)F
·	i	COc1cccc(-c2cccc(NC(=O)C3CCN(Cc4cnn(C)c4)CC3)c2)c1
-3.5	2.6%	Brc1ccc(-c2n(-c3ccccn3)c3ccccc3[n+]2-c2ccccn2)cc1
·	?	COc1ccc(CN2C(=O)C(C)=C(C)C2OC)cc1 (stereo not drawn)
1.9	-1.2%	CCn1ncc([N+](=O)[O-])c1C(=O)n1nc(C)cc1C
·	?	COc1ccccc1C(=O)NCCC(=O)N1CCCCC1
·	?	CCOC(=O)N1CCN(C(=S)NC)CC1
·	?	COc1ccc(C2C3=C(N=C4SCC(=O)N42)c2ccccc2CC3)cc1 (stereo not drawn)
·	?	CC(=O)N1CCN(Cc2ccc(Br)s2)CC1
28.4	0.5%	CCC(C)Sc1nnc(CNS(=O)(=O)c2ccc(F)cc2)n1C (stereo not drawn)
·	?	O=C1CC(N2CCN(c3ccc(C(=O)c4ccc(F)cc4)cc3)CC2)C(=O)N1 (stereo not drawn)
·	?	COc1ccc2[nH]c(=O)c(CN(Cc3cccs3)Cc3nnnn3Cc3ccccc3)cc2c1
·	?	O=C(COC(=O)c1c2c(nc3ccccc13)/C(=C/c1ccco1)CC2)NC1CCCC1
0.6	6.0%	O=C(O)c1cc(NS(=O)(=O)c2ccc(N3CCCCC3)c([N+](=O)[O-])c2)cc(C(=O)O)c1
·	?	COc1ccc(N2CCN(C(=O)c3cn(C)c(=O)c4c3c3ccccc3n4C)CC2)cc1
·	?	COc1cc(NC(=O)c2ccc3c(SCC(=O)O)c4c(nc3c2)CCC4)cc(OC)c1OC
-4.8	i	COc1ccc(CC(=O)Nc2cccc3ccccc23)cc1OC
-2.7	9.1%	NC(=O)C1CCN(CC(=O)Nc2cccc(C(=O)Nc3cccc(C(F)(F)F)c3)c2)CC1
-22.8	-27.6%	COc1ccc(C(=O)COc2nc(C)cc(C)c2C#N)cc1
1.6	8.9%	COc1ccc(NC(=S)Nc2ccc3nccnc3c2)cc1
-0.9	0.6%	O=S(=O)(/C=C/c1ccccc1)n1cnc2ccccc21
·	?	O=C(O)CSc1nc2ccccc2[nH]1
12.2	i	O=C(NN=C1CCCC1)c1ccc(O)cc1
·	?	Cc1cc(C)c(S(=O)(=O)N2CCN(CCN3C(=O)c4cccc5cccc(c45)C3=O)CC2)cc1[N+](=O)[O-]
14.1	5.7%	COc1cccc(-n2c(=S)sc3c(=O)n(-c4ccccc4OC)c(=S)[nH]c32)c1
·	?	C=CCNS(=O)(=O)c1cc(S(=O)(=O)NCC=C)c(OC)cc1OC
·	?	CC(=O)Nc1ccc(C(=O)OCC(=O)Nc2ccc(N3CCOCC3)cc2)cc1
·	?	c1ccc(-c2nc(-c3cccnc3)n[nH]2)cc1
·	?	CC(=O)OCC(=O)[C@@]1(O)CC[C@H]2[C@@H]3CCC4=CC(=O)C=C[C@]4(C)[C@H]3[C@@H](O)C[C@@]21C
·	i	Cc1ccccc1-n1cnnc1SCC(=O)N1CCN(c2ccccc2)CC1
·	?	O=C(O)c1nccnc1C(=O)NCCc1c[nH]c2ccccc12
-8.7	4.3%	CCOC(=O)c1cn(CC(=O)Nc2ccccc2C(=O)OCC)nn1
-1.7	15.7%	Cc1ccc(C(=O)N/C(=C/c2cccc([N+](=O)[O-])c2)C(=O)NC(C)C)cc1
·	?	COc1ccc(N(CC(=O)NC2CCCC2)C(=O)c2ccc(C)s2)cc1OC
·	?	O=C(O)c1ccc(N2C(=O)c3cccc4c(C(=O)O)ccc(c34)C2=O)cc1
·	?	Cc1ccc(C)n1-c1nnc(N2CCC(C(=O)N3CCN(C)CC3)CC2)s1
·	i	Cn1nnc2cc(NC(=O)N3CC4(C)CC3CC(C)(C)C4)ccc21 (stereo not drawn)
5.0	-0.3%	O=C(NCc1cccs1)C1CCCN(S(=O)(=O)c2cccc3cccnc23)C1 (stereo not drawn)
6.7	5.1%	Cc1ccc(N2CCN(C(=O)c3ccccc3NC(=O)C3CCCCC3C(=O)O)CC2)cc1 (stereo not drawn)
21.0	i	Cc1cccc(-n2nnnc2SCC(=O)Nc2ccc(N3CCN(C)CC3)cc2)c1
·	?	Cc1ccc(NC(=O)CSc2nnc([C@@H]3CCCN3C(=O)OC(C)(C)C)o2)c(C)c1
·	-13.1%	S=C(NCC1CCCO1)N1CCN(Cc2ccccc2)CC1 (stereo not drawn)
